TRHR PAM – qHTS for Small Molecule Agonists and Allosteric Enhancers of Human TRH Receptor: Primary Screen for Enhancers | Thyrotropin-releasing hormone receptor (Homo sapiens), P34981 | TRHR cells, fluo-8 calcium fluorescence, EC20 TRH enhancement | enhancement, % at 2 µM | actives 0.66% (n = 360,000) | AID 493056, 2011; in the data active means enhancement above about 30%; further: 0% is about no effect
Target sequence (P34981 whole entry, looked up): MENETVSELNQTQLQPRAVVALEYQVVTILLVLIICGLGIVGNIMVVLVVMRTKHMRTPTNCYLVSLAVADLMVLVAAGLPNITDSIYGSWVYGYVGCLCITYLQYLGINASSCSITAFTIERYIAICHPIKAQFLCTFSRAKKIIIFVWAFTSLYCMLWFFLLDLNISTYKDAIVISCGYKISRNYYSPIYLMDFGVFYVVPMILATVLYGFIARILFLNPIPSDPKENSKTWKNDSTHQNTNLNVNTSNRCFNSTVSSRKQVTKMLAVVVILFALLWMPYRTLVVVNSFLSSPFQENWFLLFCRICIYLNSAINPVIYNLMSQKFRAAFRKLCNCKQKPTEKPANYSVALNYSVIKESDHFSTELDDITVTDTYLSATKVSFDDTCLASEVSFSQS
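TRHR-expressing cells loaded with fluo-8 calcium dye were read kinetically (ex 480/em 530) during compound addition, then stimulated with an EC20 of TRH (10 nM final). Enhancement of the Gq-mediated intracellular calcium response was scored.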
IDH1 R132H inh – qHTS for Inhibitors of mutant isocitrate dehydrogenase 1 (IDH1): qHTS; IDH1-R132H enzyme, NADPH consumption, diaphorase/resazurin fluorescence; AID 602179, 2012; actives 0.093% (n = 390,000); Potency, µM (highest dose often 76.6 µM), for the others: at the highest dose activity change, negative = inhibition, actives largely listed as inhibitors; further: potency means the concentration at half of the fitted maximal effect; on the % scale 0 is the no-effect control and ±100 the full control effect; nearly all actives have a fitted effect of over 65% in size
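IDH1-R132H (0.5 ug/mL dispensed) in pH 7.5 Tris buffer was preincubated 30 min with compound, then given a substrate mix of 0.016 mM NADPH and 2 mM alpha-KG for 80 min at room temperature; remaining NADPH was read by diaphorase/resazurin fluorescence.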
USP1 inh – Inhibitors of USP1/UAF1: Primary Screen; Ubiquitin carboxyl-terminal hydrolase 1 (Homo sapiens), O94782; recombinant USP1/UAF1, Ub-Rhodamine cleavage fluorescence; Potency, µM (highest dose often 57.1 µM), for inactives: at the top dose activity change, negative = inhibition, actives largely listed as inhibitors; actives 0.23% (n = 390,000); AID 743255, 2014; further: potency means the concentration at half of the fitted maximal effect; on the % scale 0 is the no-effect control and ±100 the full control effect; nearly all actives have a fitted effect of over 60% in size; inactives centre near -12
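1 nM enzyme complex + cpd, 15 min RT; start with Ub-Rho 150nM final; kinetic fluorescence ex 480/em 540, 6 reads q60 s. Buffer 50mM HEPES pH 7.8, 0.5mM EDTA, 0.1 mg/ml BSA, 1mM TCEP, 0.01% Tween-20.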
D2 ag – HTS Assay for Allosteric Agonists of the Human D2 Dopamine Receptor: Primary Screen for Agonists; activation, % at 2 µM; actives 0.53% (n = 340,000); HEK293 T-REx D2 cells, calcium flux agonist mode; AID 485358, 2010;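 active means activation over 3 SD above normal in the single-dose calcium agonist read, cut at about 30% in these data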; further: 0% is about no effect
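HEK293 Trex D2 cells, tetracycline-induced, o/n 30 C 5% CO2; no-wash Ca dye, RT 30–90 min; 10-cycle baseline, 23 nl cpd added, kinetic Ca read 180 s; agonist hits = positive Ca response.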
TrxR1 substrate – qHTS Assay for Substrates of Mammalian Selenoprotein Thioredoxin Reductase 1 (TrxR1): qHTS | actives 0.01% (n = 390,000) | Potency, µM (highest dose often 114 µM), without a hit: at the highest dose activity change, negative = substrate turnover | Thioredoxin reductase 1, cytoplasmic (Rattus norvegicus), O89049 | purified TrxR1 substrate turnover, NADPH consumption readout; further: potency means the concentration at half of the fitted maximal effect; on the % scale 0 is the no-effect control and ±100 the full control effect; nearly all actives have a fitted effect of over 50% in size
Target sequence (O89049 whole entry, looked up): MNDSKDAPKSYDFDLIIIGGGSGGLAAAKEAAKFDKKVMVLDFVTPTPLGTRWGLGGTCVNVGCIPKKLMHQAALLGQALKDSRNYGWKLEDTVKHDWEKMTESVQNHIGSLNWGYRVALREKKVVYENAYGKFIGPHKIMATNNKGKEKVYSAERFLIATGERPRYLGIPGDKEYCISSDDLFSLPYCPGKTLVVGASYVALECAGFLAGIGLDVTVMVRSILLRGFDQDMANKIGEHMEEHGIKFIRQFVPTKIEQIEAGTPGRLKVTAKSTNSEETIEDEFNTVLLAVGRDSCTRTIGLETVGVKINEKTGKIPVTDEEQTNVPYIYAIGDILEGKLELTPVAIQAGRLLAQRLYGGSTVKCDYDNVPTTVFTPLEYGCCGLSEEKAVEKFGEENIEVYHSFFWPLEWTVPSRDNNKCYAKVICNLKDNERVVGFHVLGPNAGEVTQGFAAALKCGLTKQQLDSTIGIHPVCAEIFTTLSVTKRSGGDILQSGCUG
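Rat TrxR1, dispensed at 90 nM, was prereduced with 400 uM NADPH (final) for 5 min at ~22 deg C, then incubated with compound 15 min before 400 uM selenite. A first-read NADPH fluorescence drop versus no-compound background flagged substrates.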
rTrxR1 inhibitor – qHTS Assay for Inhibitors of Mammalian Selenoprotein Thioredoxin Reductase 1 (TrxR1): qHTS; Thioredoxin reductase 1, cytoplasmic (Rattus norvegicus), O89049; recombinant rTrxR1, NADPH fluorescence consumption, selenite substrate; Potency, µM (doses to about 114 µM), inactives show at the top dose activity change, negative = inhibition, actives largely listed as inhibitors; actives 1% (n = 390,000); further: potency means the concentration at half of the fitted maximal effect; on the % scale 0 is the no-effect control and ±100 the full control effect; nearly all actives have a fitted effect of over 65% in size
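Rat TrxR1 (90 nM in the dispensed reagent) was pre-reduced with 400 uM NADPH for 5 min at room temperature, then incubated with compound for 15 min. After 400 uM selenite was added, NADPH fluorescence (Ex 340/Em 450 nm) was followed for 8 min.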
PI4K2A block – qHTS for small molecular inhibitors of PI4K2A; activity change, negative = inhibition, % at 76.9 µM; actives 0.13% (n = 420,000); AID 1346378, 2018; purified PI4K2A, ADP-Glo luminescence, 1 h; hits give low values; in the data active means activity change below about -50%; inconclusive means mostly about -30% to -49%;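 further: -100% = wells without enzyme as full effect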
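Compounds are screened against recombinant PI4K2A using PI as substrate and ATP, the latter dispensed at 300 microM. Reactions run one hour at ambient temperature before ADP-Glo detection; full inhibition defined by wells lacking enzyme.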
D2 antagonist – HTS Assay for Allosteric Antagonists of the Human D2 Dopamine Receptor: Primary Screen for Antagonists; D(2) dopamine receptor (Homo sapiens), P14416; actives 2% (n = 340,000); inhibition, % at 10 µM; AID 485344, 2010; HEK293 TREx D2 cells, calcium flux, dopamine EC80; in the data active means inhibition above about 30%; further: 0% is about no effect
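Tetracycline-induced HEK293 TREx cells expressing D2 receptor forced-coupled to calcium signalling, loaded with no-wash calcium dye. Compounds added and calcium flux read 180 s, then dopamine added at EC80 and read a further 180 s.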
TRHR agonist – qHTS for Small Molecule Agonists and Allosteric Enhancers of Human TRH Receptor: Primary Screen for Agonists; Thyrotropin-releasing hormone receptor (Homo sapiens), P34981; TRHR cells, calcium flux fluo-8, FDSS agonist mode; actives 0.18% (n = 360,000); activation, % at 2 µM; in the data active means activation above about 30%; further: 0% is about no effect
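TRHR-expressing cells loaded with fluo-8 calcium dye; 23 nL library compound pin-transferred, kinetic FDSS fluorescence (Ex 480/Em 530) recorded about 180 s for agonist-induced calcium release, before a 10 nM TRH EC20 addition for potentiator mode.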
* = called active by the depositor; ? = inconclusive; . = no result given; & = joins results of further samples; [ ] = another dose, or the depositor's remark. Unless noted, the call rests on the fitted dose curve; in most records, active means well fitted inhibition curve with a large enough effect; inconclusive means small, poorly fitted or top-dose-only effect; inactive means no such curve, though single readings can be large or run the other way.

SMILES	TRHR PAM	IDH1 R132H inh	USP1 inh	D2 ag	TrxR1 substrate	rTrxR1 inhibitor	PI4K2A block	D2 antagonist	TRHR agonist
O=C(CCSCc1cccc(F)c1)NCc1ccccc1	2.4	1.0%	17.2%	-0.5	5.4%[57.1 µM]	11.7%[57.1 µM]	-2.0	.	-0.6
Cc1ccc(S(=O)(=O)Nc2ccccn2)cc1[N+](=O)[O-]	11.5	-4.5%	-17.7%	2.3	3.9%[57.1 µM]	7.0%[57.1 µM]	1.9	2.4	-0.3
Cc1ccc(NC(=O)CN(C)C(=O)CSc2nc3ccccc3c(=O)n2Cc2ccco2)cc1	0.8	-0.8%	-14.4%	-0.7	3.0%[57.1 µM]	4.7%[57.1 µM]	-0.9	-12.2	-0.2
COCC(=O)N1CCC(Oc2ccc(C(=O)N3C[C@@H](C)O[C@@H](C)C3)cc2)CC1	-7.0	-2.7%	-11.7%	0.6	1.0%	-24.7%	-3.3	-1.9	0.6
Cn1c(SCCOc2ccc(F)cc2)nnc1-c1ccncc1	1.3	11.9%	-11.9%	0.0	5.2%	26.8%	0.5	-6.0	0.0
Cc1ccc(S(=O)(=O)N/N=C/c2cccc(OC3CSC3)c2)cc1	-3.0	0.4%	-8.5%	-1.4	-6.9%	-16.1%	1.4	11.6	-2.4
COc1cc(NC(=O)c2[nH]c(C)c(C(C)=O)c2C)cc(OC)c1OC	20.6	-3.8%	-6.4%	.	-3.7%	14.0%	19.5	.	-0.4
CN1CCN(c2ccccc2NC(=O)COc2ccccc2)CC1	7.9	0.4%	-11.0%	0.1	5.6%	14.4%	-0.5	-22.2	0.3
Cc1ccc(C(=O)Nc2cccnc2)cc1S(=O)(=O)N1CCOCC1	11.5	-4.1%	-10.8%	-0.8	3.3%	14.1%	6.5	3.1	-1.0
COc1cc(C)c(S(=O)(=O)n2ccc(C)n2)cc1C	-14.5	2.0%	-7.3%	.	-1.6%[57.1 µM]	1.6%[57.1 µM]	2.4	.	-1.4
CN1C(C(=O)NCc2ccc(OC(F)(F)F)cc2)CC2Cn3c(nc4cc(Cl)c(Cl)cc43)C21 (stereo not given)	6.1	-15.1%[38.3 µM]	-26.7%	0.6	-4.6%	-6.8%	-1.6	-3.7	-0.7
CC(=O)Nc1ccc(NC(=O)C/C(C)=N/NC(=O)COc2cc(C)c(Br)cc2Br)cc1	-4.0	-4.9%	-15.5%	1.4	1.9%	2.9%	16.1	-1.4	0.9
O=C(CC(=O)c1ccncc1)c1ccccc1	.	-1.4%	-11.6%	.	9.1%[57.1 µM]	-4.6%[11.4 µM]	-6.4	.	.
Cc1ccccc1-c1noc(-c2ccc(NCC3CCCO3)c([N+](=O)[O-])c2)n1 (stereo not given)	-2.6	1.9%	-22.6%	-0.1	-13.9%	-18.4%	-6.8	.	0.4
N/C(=N\OC(=O)CCCCCN1C(=O)c2ccccc2C1=O)c1ccccn1	5.4	3.8%	-4.1%	0.0	5.4%[57.1 µM]	7.4%[57.1 µM]	-2.9	6.4	-1.1
CC(C)S(=O)(=O)c1oc(-c2cccs2)nc1S(=O)(=O)c1ccc(F)cc1	-10.9	36.0%[activator]	-23.5%	.	29.0%	0.708µM*	40.8	.	1.5
ON=C1c2cc(OCCN3CCCCC3)ccc2-c2ccc(OCCN3CCCCC3)cc21	3.9	10.9%	-1.3%	-0.7	5.7%[57.1 µM]	12.4%[57.1 µM]	1.7	-5.9	0.8
COc1ccc(NCC(=O)N/N=C/c2c(C)nn(Cc3ccccc3)c2Cl)cc1	-0.5	2.1%	-23.0%	-1.2	-11.0%	-8.0%	2.6	31.3*	0.1
COC(=O)c1ccc(NC(=O)N2CCN(c3nnc(C)c4c(C)n(-c5ccccc5)nc34)CC2)cc1	-1.1	.	-18.9%	0.6	-4.7%[57.1 µM]	4.3%[57.1 µM]	4.7	.	-0.5
CC(C)(C)c1ccc(C(=O)c2cn[nH]c2-c2ccccc2O)cc1	2.9	-8.4%	-13.7%	0.3	-10.8%	0.6%	-2.7	22.6	1.5
O=C(CN1CCC(NC(=O)c2ccccc2Cl)CC1)NCc1ccccc1	-11.2	-0.9%	-6.3%	-0.7	-0.5%	8.5%	3.1	8.2	0.2
Cc1ccc(-c2nc(S(=O)(=O)c3ccc(C)cc3)c(SCC(=O)Nc3ccc(F)cc3)o2)cc1	-1.4	12.2%	-14.6%	0.7	-1.7%	5.5%	1.8	.	0.7
COCCC(=O)N1CCC(Oc2ccc(C(=O)N3CCC[C@H]3CO)cc2)CC1	-0.2	7.3%	-8.7%	-0.4	-6.4%	-9.7%	-3.1	10.8	1.3
CCCCNC(=O)CN1C(=O)c2cccc(N)c2C1=O	-2.8	2.2%	-21.4%	1.1	17.0%[57.1 µM]	24.1%[57.1 µM]	7.8	19.3	4.5
O=C(CSc1nccn(-c2ccc(Br)cc2)c1=O)NC1CCCC1	-4.6	-2.2%	-9.2%	0.2	31.2%[57.1 µM]	31.4%[57.1 µM]	-5.0	-13.0	-0.8
Following part:
SMILES	TRHR PAM	IDH1 R132H inh	USP1 inh	D2 ag	TrxR1 substrate	rTrxR1 inhibitor	PI4K2A block	D2 antagonist	TRHR agonist
O=C(NCC1CCCO1)c1ccc(Br)o1 (stereo not given)	4.2	3.2%	-10.2%	0.7	-8.1%[57.1 µM]	14.9%[57.1 µM]	-1.9	-25.2	0.4
O=C(COC(=O)CNC(=O)c1ccccc1Cl)Nc1ccccc1Cl	-0.8&-1.5	.	.	-0.2	-9.0%	-11.0%	-1.1	10.6	-2.6&-0.5
COc1cccc(NS(=O)(=O)c2ccc(-c3coc(C)n3)cc2)c1	-0.8	0.0%	-9.8%	-1.6	-7.5%	9.5%	2.2	-11.7	-0.3
COc1cc(C(=O)NNC(=O)c2cccc(Cl)c2)ccc1OCC(=O)N1CCOCC1	-5.2	1.8%	-11.4%	0.0	0.1%	0.8%	-2.3	9.7	-0.2
COc1ccc(C(=O)NCc2ccc3c(c2)OCO3)cc1	-6.7	2.8%	-10.7%	1.2	-10.5%	31.2%[57.1 µM]	5.5	12.5	0.5
O=C(Cc1cn2ccsc2n1)Nc1ccccn1	-5.6	0.2%	-9.3%	0.2	3.7%	15.3%	3.1	-4.2	0.5
COc1ccc(N(Cc2cc3ccc(C)cc3[nH]c2=O)S(=O)(=O)c2ccccc2)cc1	6.1	1.9%	?	-0.1	8.6%	27.1%	-5.4	-33.9	0.3
CC1CCCCN1C(=O)N[C@@H](Cc1ccccc1)C(=O)O (stereo not given in full)	-5.3	6.3%	-15.6%	0.0	-4.9%	15.0%	-4.3	2.1	0.9
CCOc1ccc(Oc2ccc(NC(=O)[C@@H](NC(N)=O)[C@@H](C)CC)cc2)cc1	-25.5	-2.2%	-33.5%	1.3	0.6%	21.1%	1.1	-1.6	0.5
CCOC(=O)CNC(=O)N1CCCC(C(=O)c2ccccc2SC)C1 (stereo not given)	0.7	6.1%	-14.1%	-0.1	1.9%	21.2%	-3.7	9.1	1.5
COc1cccc(-c2nc(C(N)=O)c3[nH]c(=O)n(-c4cccc(Cl)c4)c3n2)c1OC	1.8	15.6%	-23.6%	0.1	7.5%	24.2%	-8.8	8.1	-1.3
CCOc1cccc(CNCCSc2nnnn2C)c1	0.8	3.8%	-14.5%	-0.4	-3.3%	25.8%[57.1 µM]	-0.7	-8.4	-2.1
O=C(NCC1CCCO1)c1nnc(Cc2ccc(F)cc2)o1 (stereo not given)	0.5	-4.3%	-11.8%	0.7	-2.3%	7.5%	-5.2	38.9*	0.7
O=C(Nc1c(Cl)cc(Cl)cc1C(=O)NCc1cccnc1)c1ccc(Cl)cc1Cl	-3.6	2.8%	-12.4%	-0.9	6.1%	19.4%	4.3	-11.3	-0.7
Cc1ccc(NC(=O)C(C)SCc2ccccc2)cc1 (stereo not given)	4.2	-2.1%	-13.1%	0.0	-6.0%	25.9%	0.0	-1.9	-0.1
CC(C)Oc1ccc(CC(=O)NNC(=S)Nc2ccccc2)cc1	0.3	1.9%	-8.0%	-0.5	-2.0%	-2.0%	-1.4	-3.9	-0.1
COc1cc(C(=O)Nc2ccc(S(=O)(=O)Nc3cnc4ccccc4n3)cc2)cc(OC)c1OC	8.7	-0.7%	-20.3%	.	1.0%	4.0%	8.9	.	0.4
COc1cc(/C=N\Nc2nc(-c3cccs3)c(NC(C)=O)s2)ccc1O	0.4	-12.9%	-16.5%	-0.4	-5.8%	-6.5%	-0.4	-2.9	-0.4

Part of the list above in order of formula weight, highest first:
SMILES	TRHR PAM	IDH1 R132H inh	USP1 inh	D2 ag	TrxR1 substrate	rTrxR1 inhibitor	PI4K2A block	D2 antagonist	TRHR agonist
COc1cc(C(=O)Nc2ccc(S(=O)(=O)Nc3cnc4ccccc4n3)cc2)cc(OC)c1OC	8.7	-0.7%	-20.3%	.	1.0%	4.0%	8.9	.	0.4
COc1ccc(N(Cc2cc3ccc(C)cc3[nH]c2=O)S(=O)(=O)c2ccccc2)cc1	6.1	1.9%	?	-0.1	8.6%	27.1%	-5.4	-33.9	0.3
CCOc1cccc(CNCCSc2nnnn2C)c1	0.8	3.8%	-14.5%	-0.4	-3.3%	25.8%[57.1 µM]	-0.7	-8.4	-2.1

Screening results: PubChem, National Center for Advancing Translational Sciences (NCATS)
